mcGAS RapidFire = inhibitors of mouse cGAS. AID 1259397. Q8C6L5. recombinant mouse cGAS, cGAMP by RapidFire MS. 130,000 tested, 0.18% active. inhibition, % at 12.5 µM;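 active = inhibition of cGAS enzyme activity at or above 60%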;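 note: enzyme stimulated by 45 bp dsDNA with ATP and GTP substrates; cGAMP share of summed cGAMP plus half ATP and half GTP signals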
Target sequence (Q8C6L5 whole entry, looked up): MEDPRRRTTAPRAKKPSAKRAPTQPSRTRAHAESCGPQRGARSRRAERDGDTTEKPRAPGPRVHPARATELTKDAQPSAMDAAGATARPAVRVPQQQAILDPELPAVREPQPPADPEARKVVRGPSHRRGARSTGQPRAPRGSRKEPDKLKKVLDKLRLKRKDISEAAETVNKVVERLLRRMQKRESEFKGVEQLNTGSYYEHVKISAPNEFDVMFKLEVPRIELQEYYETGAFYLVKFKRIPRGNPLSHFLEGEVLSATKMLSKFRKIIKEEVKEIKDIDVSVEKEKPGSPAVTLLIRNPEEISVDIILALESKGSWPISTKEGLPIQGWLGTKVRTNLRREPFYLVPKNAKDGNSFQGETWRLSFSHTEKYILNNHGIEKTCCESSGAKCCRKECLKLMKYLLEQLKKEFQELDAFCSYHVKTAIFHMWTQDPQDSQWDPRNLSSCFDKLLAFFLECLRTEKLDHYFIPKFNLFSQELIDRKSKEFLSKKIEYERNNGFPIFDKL
* = called active by the depositor; & = joins results of further samples. A portion of the library; the hit share may differ from the screen's.

mcGAS RapidFire	SMILES
-9.1	Cc1c(CS(C)(=O)=O)cccc1NC(=O)C1(C#N)CCCC1
-7.3	CCN(CCn1cccn1)C(=O)c1cc(COc2cccc3cnccc23)on1
-5.9	Cc1ccccc1C(=O)N1CCOC(Cc2ccccc2)C1 (centres undefined)
-7.5	O=C(CCN1CCOCC1)N1CCC2(CCNCC2)CC1
-8.2	CCC(COC)Nc1nc(-c2cccnc2)nc2c1CCN(C(C)=O)C2 (centres undefined)
-0.2	COc1ccc(N2CCn3c2nc2c3c(=O)n(C)c(=O)n2C)c(OC)c1
-2.9	O=c1[nH]nnn1-c1ccccc1
4.3	CC1ON=C(c2cnccn2)N(Cc2ccc(F)cc2)C1=O (centres undefined)
-8.9	O=C(NC1CCCC1)c1ccccc1CS(=O)(=O)c1ccccc1
9.9	CCCC(NC(=O)c1c(C)noc1C)c1cccs1 (centres undefined)
-8.2	CC(=NNC(=O)Cc1cccn1C)c1ccco1
-3.7	O=c1cc(CSc2nnc3n2CCCCC3)nc2ccc(Br)cn12
-0.3	N#C/C(C(=O)NCc1ccccc1)=C1/N=C(NC(=O)c2cccnc2)c2ccccc21
-14.3	O=C(O)CC(c1ccc(F)cc1)c1c[nH]c2ncc(Br)cc12 (centres undefined)
-12.4	CCn1nc(CC(C)C)cc1C(=O)N1CCCN(C)C2(CCN(C)CC2)C1
-5.7	COC(=O)Cn1c(=O)c2c(nc3n2CCN3c2ccc(C)c(C)c2)n(C)c1=O
0.4	Cc1nc(C(C)C)sc1C(=O)N(C)Cc1nncn1C(C)C
-4.3	CCOc1ccccc1C(=O)Nn1cnc2c(cnn2C(C)(C)C)c1=O
-7.3	CCC(=O)Nc1ccc(C(=O)n2ccc(C)n2)cc1
0.2	CCC(C)n1c(C)c(C)n2c3c(=O)n(CCN4CCCCC4)c(=O)n(C)c3nc12 (centres undefined)

Part of the list above in order of formula weight, lowest first.
mcGAS RapidFire	SMILES
-2.9	O=c1[nH]nnn1-c1ccccc1
4.3	CC1ON=C(c2cnccn2)N(Cc2ccc(F)cc2)C1=O (centres undefined)
-8.2	CCC(COC)Nc1nc(-c2cccnc2)nc2c1CCN(C(C)=O)C2 (centres undefined)
-14.3	O=C(O)CC(c1ccc(F)cc1)c1c[nH]c2ncc(Br)cc12 (centres undefined)
-7.3	CCN(CCn1cccn1)C(=O)c1cc(COc2cccc3cnccc23)on1
-3.7	O=c1cc(CSc2nnc3n2CCCCC3)nc2ccc(Br)cn12

More results follow:
mcGAS RapidFire	SMILES
-6.8	COC(=O)C1=C(C)NC(C)=C(C(=O)OC)C1C(=O)OCC(=O)N1CCN(C(C)=O)CC1
1.4	CC(NC(=O)C1CCN(Cc2ccc(Cl)c(Cl)c2)CC1)c1ccc(F)cc1 (centres undefined)
-14.7	Cc1nnc(CN(Cc2ccc(OC(F)(F)F)cc2)C(C)(C)C)o1
-10.6	CCOC(=O)C1CCN(C(c2ccncc2)c2c(O)cc(C)n(CCOC)c2=O)CC1 (centres undefined)
-5.2	COc1ccc(OCC2CN(C(=O)c3cccc(C#N)c3)CCO2)cc1 (centres undefined)
-5.6	Cc1nnc(C(=O)N2CCC(Sc3ccccc3C)CC2)o1
-36.3	CCC(CC)S(=O)(=O)NC(=O)c1c(C)nn(CC)c1Cl
3.0	COc1ccc(-n2nnc3c(=O)n(Cc4ccc(Cl)cc4)cnc32)cc1
-8.8	CCN(CC)c1ccc(CNc2nnnn2CC)cc1
-17.9	CCOc1ccccc1/C=C1N=C(/C=C/c2ccccc2)OC/1=O
3.1	CN(Cc1nc2ccccc2n1C(F)F)C(=O)CCS(=O)(=O)C1CCCC1
-4.1	CC(C)Cc1noc(CN(CCO)CCN2CCOCC2)n1
-3.9	CCc1nc(N2CCC(N3CCCC(C(=O)N4CCCC4)C3)CC2)ncc1C (centres undefined)
-4.5	CC(=O)Nc1cccc(NC(=O)c2cccc(C)n2)c1C
2.3	Cc1ccc2c(c1)OCCN2S(=O)(=O)N(C)C(C)C1CC1 (centres undefined)
0.2	C=C(C)CSc1nc2c(c(=O)[nH]c(=O)n2C)n1CCCc1ccccc1
-21.0	COc1cc2c(c(OC)c1OC)CCN(CCn1cncn1)CC2
-1.7	CC(C)(C)c1ccc(NC(=O)CC2CCOC2)cc1 (centres undefined)
0.2	COc1ccc(C2CC(=O)NCCN2Cc2cnc[nH]2)cc1 (centres undefined)
-7.6	COC(=O)[C@@H]1C(O)CC[C@H]2CN3CCc4c([nH]c5ccccc45)[C@@H]3C[C@@H]21 (some centres undefined)
-4.3	O=C(CCc1c[nH]c2ccccc12)N1CCCSC1=Nc1ccccc1
7.1	O=C(CCC(=O)c1ccc(F)cc1)NCC(=O)Nc1cc(Cl)ccc1Cl
-30.5	Cc1ccc(F)c(-c2cc(C(N)=O)ccn2)c1
-8.2	COc1ccc(NC(=O)[C@@H]2C[C@@H](O)CN2)c(NC(=O)C(C)C)c1
-1.9	CCOCCn1c(N2CCN(Cc3cccc(C)c3)CC2)nc2c1c(=O)[nH]c(=O)n2C
-16.2	CCCc1nc(Cn2cnc3cc(C)c(C)cc32)cs1
-6.0	Cc1nc(CSc2nnc(Cc3c(C)[nH]c(=O)[nH]c3=O)o2)cs1
4.1	Cc1nccn1CCC1CCCCN1C(=O)c1cc(Cl)c[nH]c1=O (centres undefined)
-4.2	CN(c1ccc(C(=O)NCC2(CCO)CCOC2)cc1)C1CCCCC1 (centres undefined)
11.8	C=C(C)CN1c2ccccc2NC(=O)C1CC(=O)Nc1ccccc1OC (centres undefined)
-6.1	Brc1ccc(-c2nnc3sc(CNCc4ccc5c(c4)OCO5)cn23)cc1
1.2	CC(=O)N(CC1=CCN(Cc2cnc[nH]2)CC1)CC(C)C
-8.9	COc1ccc(NC(=O)Cn2ncnc2-c2ccccc2Cl)cc1
-10.6	COc1cccc2c1N(CC(=O)NC(C)c1ccco1)CCC2 (centres undefined)
-10.7	Fc1ccc(-n2nc(SCc3coc(-c4cccs4)n3)sc2=S)cc1
-3.2	N#Cc1ccccc1NC(=O)c1c(-c2ccccc2)c(-c2ccccc2)n[nH]c1=O
-7.6	O=C(NC1CCCNC1=O)c1cccnc1SCc1ccc(F)cc1 (centres undefined)
-6.5	O=C(Nc1cccc(Cl)c1)N1CCCC(OCc2cccc(OC(F)(F)F)c2)C1 (centres undefined)
1.0	N#Cc1ccsc1NC(=O)CC1(CC(=O)O)CCCC1
-1.3	O=C(O)c1cc(-c2cccs2)nn1-c1ccccc1Cl
-9.0&0.4	O=C(CCC1CCN(C(=O)c2ccc3[nH]ccc3c2)CC1)NCc1ccc(F)cc1
-5.0	CCc1ccc(CNC(=O)CCC(=O)NC2CCCCCCC2)nc1
-0.2	CCn1c(SC)nc2scc(-c3ccco3)c2c1=O
-3.0	CC(=O)Nc1n[nH]c(C2CCCC2)c1-c1ccc2c(c1)OCO2
-4.1	COCCOc1ccccc1-n1c(C)c(C)n2c3c(=O)n(C)c(=O)n(C)c3nc12
1.1&2.6&13.6	COc1c2occc2cc2ccc(=O)oc12
-2.2	CCc1cccc(C)c1NC(=O)CN1CCS(=O)C(C)C1C (centres undefined)
-4.6	Cc1cccc(C(=O)NCC(=O)N2CCN(c3cccc(C)c3C)CC2)c1
-3.1	Cc1ccc(C(=C2C3C=CC2C2C(=O)NC(=O)C32)c2ccc(C)cc2)cc1 (centres undefined)
-0.2	COc1cc(CN2CCN(Cc3[nH]c4ccccc4c3C)CC2CCO)cc(OC)c1 (centres undefined)
-3.8	CC1CC(=O)N(CCOc2ccc(Cl)cc2)c2ccccc2N1 (centres undefined)
-3.2	O=C(NC(N1CCOCC1)C(Cl)(Cl)Cl)c1c(Cl)cccc1Cl (centres undefined)
-3.3	CCCCC(=O)Nc1oc2c(C)cccc2c(=O)c1-c1ccc2c(c1)OCO2
-8.7	Cc1ccc(CC(=O)N2CCN(C(=O)NC(C)C)CC2)cc1
-4.8	Cc1nnsc1C(=O)NCc1cc(-c2ccc3c(c2)CC(C)O3)on1 (centres undefined)
-48.6	COCC(=O)N1CCCN(Cc2cccn2-c2ccc(Cl)cn2)CC1
-2.6	Cc1cc(Cl)cc(C)c1OCCOCCn1cnc2ccccc2c1=O
-10.9	COCCCn1c(CN2CC[C@@H]3CCCC[C@H]3C2)cnc1S(=O)(=O)C1CCCC1
32.3	Cc1cc(C)n(CC(C)Nc2nc(-c3ccncc3)nc3c2CNC3)n1 (centres undefined)
-1.1	Cc1cc(C(=O)N(CC(N)=O)C2CCCC2)c(C)n1-c1ccccn1

Continuation.
mcGAS RapidFire	SMILES
-6.8	CC(C)CCN1CN=C(NS(C)(=O)=O)NC1
-3.5	Cn1ccc2ccn(CC(=O)NCCc3ccc(Cl)cc3)c(=O)c21
-6.5	O=C(CSc1nnc(CNC(=O)c2cc(Cl)ccc2Cl)n1-c1ccccc1)Nc1ccccc1C(F)(F)F
-11.7	COc1cc(C=NN2CCCCC2)cc(OC)c1O
-2.3	COc1ccc(NC(=S)NC2CC3CCC2C3)cn1 (centres undefined)
-4.2	NC(=O)c1cccc(CC2CCN(C(=O)CCOc3ccccc3)C2)c1 (centres undefined)
0.2	Cc1c(C(=O)NCc2ccccc2)sc(=O)n1Cc1cccc(F)c1
-5.5	COCCN(CCO)C(=O)Nc1ccc(N2CCCC2=O)c(F)c1
-7.7	COCCN1CCN(C(=O)CC2C(=O)NCCN2Cc2cccs2)CC1 (centres undefined)
1.6	CC(c1ccc(Cl)cc1Cl)N(C)C(=O)CCC1NC(=O)NC1=O (centres undefined)
-2.2	CC(C)C(NC(=O)/C=C/C(=O)N(C)C1CCCCC1)c1ccccc1 (centres undefined)
-4.6	O=C1CCN(C(=S)NCc2cccs2)CC1
-9.9	CN1CC(c2nc3ccccc3n2Cc2ccc(Cl)cc2Cl)CC1=O (centres undefined)
-17.1	O[C@@H]1CN(c2nc(-c3ccccc3)no2)CC[C@H]1c1ccc2c(c1)OCO2
-0.5	Cc1ccc(F)cc1C(=O)N1CCCC1(C)C(=O)O (centres undefined)
-9.2	O=C1CCC2(CCCO2)CCN1CCCc1ccccc1 (centres undefined)
47.7	COc1ccc2c(C)cc(=S)[nH]c2c1
-4.4	Fc1ccc(-c2csc(C=Cc3ccsc3)n2)cc1
-5.6	COCOc1cccc(CN2CCC2(C)C(=O)Nc2cccc(Oc3ccccc3)c2)c1 (centres undefined)
-11.5	C#C[C@]1(O)CC[C@H]2[C@@H]3CCC4=Cc5oncc5C[C@]4(C)[C@H]3CC[C@@]21C

An excerpt from above in order of their number in mcGAS RapidFire, highest first.
mcGAS RapidFire	SMILES
-4.1	COCCOc1ccccc1-n1c(C)c(C)n2c3c(=O)n(C)c(=O)n(C)c3nc12
-4.3	O=C(CCc1c[nH]c2ccccc12)N1CCCSC1=Nc1ccccc1
-5.0	CCc1ccc(CNC(=O)CCC(=O)NC2CCCCCCC2)nc1
-11.7	COc1cc(C=NN2CCCCC2)cc(OC)c1O

The listing continues.
mcGAS RapidFire	SMILES
-1.7	O=C(O)c1nn(-c2ccc(C(F)(F)F)cc2)c(=O)n(Cc2ccccc2Cl)c1=O
-1.7	O=C1CC(c2ccc(Br)s2)c2cnn(C3CCCC3)c2N1 (centres undefined)
-0.7	CC(C)(C)C(=O)OCOC(=O)[C@@H]1N2C(=O)[C@@H](NC(=O)[C@H](N)c3ccccc3)[C@H]2SC1(C)C
-7.2	Cc1ccc2nc(CNC(=O)N3CCCC3CC(C)(C)C)cn2c1 (centres undefined)
-1.1	OCCC1CN(CC2CCCCC2)CCN1CCc1ccccc1 (centres undefined)
-4.8	Cc1ccc(NC(=O)C2CCCN2S(=O)(=O)c2c(C)noc2C)cc1C (centres undefined)
-6.4	c1ccc(CCOC2CCNCC2)cc1
49.4	Oc1ccc(N=Nc2nn[nH]n2)c(O)c1
-14.2	CC(C)c1cc(C(=O)N2C[C@@H]3[C@H](C2)[C@H]2CC[C@@H]3O2)cs1
-5.2	COc1ccc(CN2CCNC(=O)C2CC(=O)N2CCCCO2)cc1OC (centres undefined)
18.3	COc1ccc(-c2noc(CN(C)C3CCS(=O)(=O)C3)n2)cc1 (centres undefined)
-23.1	O=c1cnc2cc(F)c(F)cc2n1CCn1cncn1
-12.8	COc1cccc(CNC(=O)Cn2nc(-c3ccc(F)cc3)ccc2=O)c1
-8.1	COc1ccc(C(=O)NC2CC(C)(C)Cc3occc32)cc1 (centres undefined)
-7.7	CC1CN(C(C)C)CC1NS(=O)(=O)N(C)C1CCOCC1 (centres undefined)
-6.5	COc1ccccc1C(C)N(C)S(=O)(=O)N1CCCC(C)C1 (centres undefined)
-1.2	c1ccc2[nH]c(CCC3CCCCC3)nc2c1
-0.6	CC(C)(C)NC(=O)CSC(=Nc1ccc(F)cc1)NC#N
-6.7	O=[N+]([O-])c1ccc2[nH]c(O)c(N=Nc3ccnc4cc(Cl)ccc34)c2c1
7.0	CCN(CC)c1ncccc1CNCc1cccc(Cl)c1
2.3	c1ccc2c(c1)nc1[nH]nc(SCc3nnc(-c4cc5c(s4)CCCC5)o3)n12
-6.4	C=CCn1c(=O)c2c(nc3n(CCN4CCOCC4)c(C)c(C)n23)n(C)c1=O
6.2	COCCNc1nc(Oc2cccc(F)c2)c2sccc2n1
-6.4	Nc1ccc(C(=O)Nc2ccc(Nc3cnc(-c4ccc(OC(F)(F)F)cc4)cn3)cc2)cc1
-2.0	O=C(NC1CC1)C1CCCN1Cc1ccc(F)c(Br)c1 (centres undefined)
-9.7	O=C(Nc1ccc(OC(F)F)c(Cl)c1)N1CCN(C2CC2)CC1
-7.1	Cc1cccc2c(NCc3ccccc3F)nc(CNC(=O)CN3CC(c4ccccc4)CC3=O)nc12 (centres undefined)
-1.0	C=CCn1c(SCC(=O)N(C)Cc2ccccc2)nc2ccsc2c1=O
-11.7	COCCOCc1cccc(NC(=O)N(C)C(C)c2ccc(C)cc2)c1 (centres undefined)
-57.1&-1.2	CN1CCC(C(=O)Nc2ncn(Cc3ccccc3)n2)CC1=O (centres undefined)
7.6	O=C(c1ccc(F)cc1)c1c[nH]c2cc3c(cc2c1=O)OCO3
2.3	CC(Nc1cccc(NS(=O)(=O)c2ccc(Cl)cc2)c1)C(=O)N1CCOCC1 (centres undefined)
-7.5	CSCc1nnc(SCc2cc3c(cc2Br)OCCO3)o1
-6.8	CCN(CC)C(=O)c1sc(NC(=O)CCc2ccccc2)c(C(=O)OC(C)C)c1C
-35.0	C=CC(C)(C#CCN(CC)CC)OC(C)=O (centres undefined)
